Source: PubChem (several laboratories)
CAL PDZ FP-1 = CAL PDZ peptide-binding inhibitors, primary screen, biochemical, fluorescence polarization, Cer-tagged CAL PDZ, HTS. inhibition, % at 20 µM. purified CAL PDZ, TMR-peptide fluorescence polarization, 1 h. AID 504414, 2011. 330,000 tested, 0.02% active. Golgi-associated PDZ and coiled-coil motif-containing protein (Homo sapiens), Q9HD26;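 active = highest replicate inhibition of at least 40%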;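 also: plate controls were DMSO neutral control wells for no effect and unlabeled competitor peptide control wells for full effect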
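Material – purified CerCALP PDZ construct · Detection – FP readout, S and P plane fluorescence · Measure – percent inhibition from loss of millipolarization · Controls – unlabelled peptide for full inhibition, DMSO wells as neutral · Probe or stimulus – TMR-labelled reporter peptide T*-PRC34 bound in PDZ groove · Times – 1 h at RT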
V-ATPase pHluor = regulators of yeast V-ATPase proton pumping, primary screen, pHLuorin cytosolic pH fluorescence | AID 504577, 2011 | 350,000 tested, 0.37% active | response, % at 10 µM | S. cerevisiae; in the data active = response mostly above about 7.3%, no sharp cut-off; inactive = mostly below about 5.4%; also: actives read high; inactives centre near 0; some compounds called inactive have numbers as strong as hits
NSD2 HMT inh = NSD2 histone methyltransferase inhibitors, primary screen, biochemical, AlphaScreen, single concentration, set 2; inhibition, % at 12.5 µM; 310,000 tested, 0.54% active; Histone-lysine N-methyltransferase NSD2 (Homo sapiens), O96028; NSD2 peptide methylation, 120 min; in the data active = inhibition above about 50%
CAL PDZ FP-2 = untagged CAL PDZ binding inhibitors, primary screen, biochemical, fluorescence polarization, HTS; Golgi-associated PDZ and coiled-coil motif-containing protein (Homo sapiens), Q9HD26; purified CAL PDZ, TMR-peptide fluorescence polarization, 1 h; inhibition, % at 24.9 µM; 300,000 tested, 0.92% active; AID 602252, 2012;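 active = mean inhibition of at least 30% with at least half of replicates also reaching 30%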;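 also: 0% = DMSO neutral control and 100% = excess unlabeled competitor peptide PRC23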
Arrestin-AP2 inh = inhibitors of beta-arrestin/AP2 binding, primary screen, biochemical, GPCR trafficking, flow cytometry; beta-arrestin 1 C-terminal peptide binding to AP2 beta2-adaptin appendage (human); FITC-arrestin peptide / GST-AP2 beads; AP2 beta2 appendage carries R879A mutation; inhibition, % at 10 µM; 340,000 tested, 0.31% active;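 active = inhibition above a set limit, near 3 SD of compounds lacking own fluorescence, cut at about 54% in these data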;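 also: plate controls were DMSO wells for no effect and 5 µM unlabelled arrestin peptide for full effect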
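Material – AP2 appendage R879A on GSH beads · Buffer or medium – PBS with 0.05% Tween 20 and 0.1% BSA · Probe or stimulus – fluorescein-tagged arrestin peptide at 50 nM final · Incubation – compound with beads 12 min RT, then probe 1 h RT · Detection – high-throughput flow cytometry of beads, ex 488, em 535 nm · Evaluation – percent response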
RTF Ca sens inh = cardiac RTF calcium sensitivity inhibitors, primary screen, biochemical, IANBD-TnC fluorescence, EC70 calcium; IANBD-labeled cardiac RTF, Ca2+ fluorescence; inhibition, % at 7.15 µM; 340,000 tested, 0.12% active; Troponin I, cardiac muscle (Homo sapiens) + Troponin T, cardiac muscle (Homo sapiens) + …;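 active = inhibition above the mean inhibition of all tested compounds plus 3 SD, cut at about 17% in these data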;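 also: assay run at fixed EC70 calcium of 1.6 mM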
DSG3 Ab inh = inhibitors of pemphigus antibody binding to DSG3, primary screen, biochemical, bead-based, flow cytometry, scFv-GFP; Desmoglein-3 (Homo sapiens), P32926; DSG3-coupled beads, scFv-anti-DSG3-GFP binding; hits give low values; binding (percent of control), % at 10 µM; 310,000 tested, 0.48% active;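 active = binding more than 3 SD below its plate's average and above zero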;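 also: hits lower antibody fragment binding to DSG3; some compounds called inactive have numbers as strong as hits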
Target sequence (P32926 whole entry, looked up, the tested form may be a part): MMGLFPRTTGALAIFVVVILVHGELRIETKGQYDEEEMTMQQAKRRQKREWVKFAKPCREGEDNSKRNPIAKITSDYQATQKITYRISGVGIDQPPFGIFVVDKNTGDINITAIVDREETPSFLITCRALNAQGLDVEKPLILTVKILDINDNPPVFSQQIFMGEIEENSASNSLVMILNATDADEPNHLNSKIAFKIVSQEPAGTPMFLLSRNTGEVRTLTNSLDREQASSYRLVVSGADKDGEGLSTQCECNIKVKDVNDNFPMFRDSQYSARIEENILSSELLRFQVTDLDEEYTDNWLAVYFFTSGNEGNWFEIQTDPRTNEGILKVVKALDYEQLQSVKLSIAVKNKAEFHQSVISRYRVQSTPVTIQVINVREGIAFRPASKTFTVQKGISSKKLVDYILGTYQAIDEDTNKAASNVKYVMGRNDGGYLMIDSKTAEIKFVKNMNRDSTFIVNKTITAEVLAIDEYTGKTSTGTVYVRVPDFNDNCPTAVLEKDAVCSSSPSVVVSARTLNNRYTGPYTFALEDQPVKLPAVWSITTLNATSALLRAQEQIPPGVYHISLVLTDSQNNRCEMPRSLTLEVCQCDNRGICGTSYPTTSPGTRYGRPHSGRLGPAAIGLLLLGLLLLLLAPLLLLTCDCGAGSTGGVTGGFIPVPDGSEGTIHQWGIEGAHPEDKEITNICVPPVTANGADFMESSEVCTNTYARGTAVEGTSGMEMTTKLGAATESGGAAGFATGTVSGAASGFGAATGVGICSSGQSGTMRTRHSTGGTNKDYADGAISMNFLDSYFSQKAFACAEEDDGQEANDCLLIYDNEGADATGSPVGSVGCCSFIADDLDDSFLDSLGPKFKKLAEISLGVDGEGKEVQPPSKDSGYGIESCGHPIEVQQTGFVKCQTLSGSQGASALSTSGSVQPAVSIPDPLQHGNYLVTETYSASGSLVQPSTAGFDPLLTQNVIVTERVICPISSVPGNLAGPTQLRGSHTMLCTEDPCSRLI
Keap1-Nrf2 PPI = Keap1-Nrf2 protein-protein interaction inhibitors, primary screen, biochemical, fluorescence polarization, single point; Kelch-like ECH-associated protein 1 (Homo sapiens), Q14145; Keap1 Kelch-Nrf2 peptide fluorescence polarization, 1536-well; inhibition, % at 9.4 µM; 340,000 tested, 0.15% active; AID 504523, 2011; in the data active = inhibition above about 12%;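 also: human Keap1 Kelch domain with fluorescein labeled Nrf2 9mer peptide probe; 0% = neutral control wells and 100% = peptide positive control; higher means more block of Keap1 binding to Nrf2 peptide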
C-LANA FP = inhibitors of KSHV C-LANA binding to DNA, primary screen, biochemical, fluorescence polarization, FAM-LBS DNA, MBP-C-LANA, single point; Kaposi's sarcoma herpesvirus LANA C-terminal domain (residues 932-1162) DNA binding; inhibition, % at 9 µM; AID 504423, 2011; 340,000 tested, 0.078% active;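 active = highest replicate inhibition at or above 60% at 9 µM, even if other replicates fall short; inactive = all replicates below 60% inhibition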;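 also: 0% = neutral control wells and 100% = 4 µM acridine orange control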
DAGLB inhibitor = DAGLB lipase inhibitors, primary screen, biochemical, fluorescence, HTS; HEK293T DAGLB membrane lysate, EnzChek fluorogenic substrate; 340,000 tested, 0.059% active; inhibition, % at 5.17 µM; in the data active = inhibition above about 34%;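 also: 0% = enzyme with vehicle and 100% = wells lacking enzyme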
* marks the source's active call; other numbers are inactive results; / = no result given; & = joins results of further samples.

Under each structure: CAL PDZ FP-1, V-ATPase pHluor, NSD2 HMT inh, CAL PDZ FP-2, Arrestin-AP2 inh, RTF Ca sens inh, DSG3 Ab inh, Keap1-Nrf2 PPI, C-LANA FP, DAGLB inhibitor
[1] COc1ccc(NC(=O)C(=O)NCC(=O)Nc2cccc(C(F)(F)F)c2)cc1
  -0.3, -1, -1, 6, -16, 6, 99, 5, 1.5, 0
[2] N#C/C(=N\O)c1nc(-c2ccccc2)cs1
  -2.2&-1.7, 6&0, 1&-2, 0&-6, 1&4, -11&-2, 103&101, -4&-3, -0.1&2.6, 2&2
[3] COc1ccc(NC(=O)COc2ccccc2F)cc1S(=O)(=O)N1CCCCC1
  0.2, 4, -3, /, 28, -3, 109, 1, -0.3, -2
[4] Brc1cccc(Nc2nc(-c3cccnc3)cs2)c1
  1.3, 0, -3, /, 9, -3, 115, -3, -2.1, 3
[5] CC(=O)c1c(-c2ccccc2)c2ccccc2[nH]c1=O
  -1.1, -1, -1, -3, -13, -1, 108, 1, -1.9, -1
[6] COc1ccc(C(=O)NCC(=O)OCC(=O)NC2CCCCCC2)cc1OC
  0.8, -1, -1, -5, -11, -1, 99, -1, 1.7, 2
[7] COc1cccc(OCCn2cc(C(=O)c3ccco3)c3ccccc32)c1
  -1.8, 2, -2, -2, 8, -2, 100, -8, -1.2, -3
[8] N/C(CCCN1CCCCC1)=N/O
  -1.5, 0, 0, /, 0, -6, 98, 3, 0.2, -1
[9] O=C(NC(=S)NNS(=O)(=O)c1ccccc1)c1ccccc1[N+](=O)[O-]
  -3.6, 0, -5, 1, 11, 1, 100, -2, 2.5, 1
[10] O=C(NCc1cccnc1)C(C(=O)c1ccc(F)cc1)n1ccccc1=O (stereo not given)
  -0.2, 1, -1, /, -8, -12, 112, -3, -0.8, 1
[11] CN(CC(=O)Nc1ccc(Cl)c(C(F)(F)F)c1)C(=O)c1cccs1
  -2.5, 0, -2, -5, -5, -6, 95, -4, -0.2, -2
[12] O=C(Cn1nc(C(=O)O)c2ccccc2c1=O)Nc1ccc(Cl)c(S(=O)(=O)N2CCOCC2)c1
  -2.1, -5, 1, 5, 11, 6, 69*, -1, -0.1, 0
[13] COc1nccc(C(F)(F)F)c1C(=O)NC(=O)Nc1ccccc1
  -0.2, 0, 10, /, -14, -4, 108, 5, 0.1, -1
[14] COCC1CCN(C(=O)c2cc(COc3ccc(OC)c4ccccc34)on2)C1 (stereo not given)
  -2.8, -6, 1, -1, 9, -2, 108, 4, /, -6
[15] O=C(NCc1ccc(Cl)s1)C1CCC(=O)N(CCc2ccccn2)C1 (stereo not given)
  -1.2, 0, -3, -1, -2, -10, 110, -3, -0.9, -2
[16] O=C(Cn1nnc2ccccc21)NC1CCCCC1
  0.8, 0, 4, -1, 6, -9, /, -4, -1.2, 4
[17] Cc1ccc(C)c(NC(=S)N2CCCC2)c1
  -2.0, -1, -1, -4, -9, -14, /, -1, -0.4, 2
[18] O=C(CCNS(=O)(=O)c1ccc(F)c(Cl)c1)NCc1ccccc1F
  -0.8, 0, 1, 1, 8, -3, 108, -1, -0.9, 0
[19] COc1ccc(OC)c(C2/C(=C(\O)c3ccc(OC)c(Cl)c3)C(=O)C(=O)N2CCN(C)C)c1 (stereo not given)
  -1.5, 0, -3, 0, 7, 1, 110, -2, -0.8, -2
[20] O=C(Nc1ccc(OCC(=O)N2CCN(S(=O)(=O)c3ccccc3)CC2)cc1)c1ccco1
  -0.7, 1, -3, -8, -6, 3, /, -1, 2.9, 0
[21] Cc1cc(C)n2nc(C(=O)OCC(=O)N(CC(C)C)CC(C)C)nc2n1
  -1.1, -1, -2, /, -24, 2, 106, 4, 0.0, -2
[22] CCOc1ccccc1-n1c(SCC(=O)NC(C)CC)nnc1-c1ccoc1C (stereo not given)
  -2.8, -6, -1, 1, 8, -6, 76, 3, -0.9, 1
[23] CN(Cc1ccc2c(c1)OCCO2)C(=O)CSc1ncnc2sccc12
  -2.5, 0, 0, /, 40, -5, 102, 0, 0.6, -3
[24] CCc1ccccc1NC(=O)CSc1nnc(-c2ccco2)n1N
  2.2, 0, 1, -4, 27, -1, 102, -1, 0.8, -2
[25] O=C(O)COc1ccccc1C(Nc1cccnc1)c1cc(Cl)c2cccnc2c1O (stereo not given)
  -1.0, -2, /, 3, 10, /, 106, -27, 1.5, /
[26] Cc1cnc(CNC(=O)c2ccc3oc(Cc4ccc(Cl)cc4)nc3c2)cn1
  -2.6, -5, 2, -5, 23, 2, 102, -4, 0.8, -1
[27] NS(=O)(=O)c1cccc(NC(=O)COC(=O)Cc2ccc(Cl)cc2)c1
  -0.3, 0, -1, -1, 9, -9, 105, 0, -0.5, 1
[28] OCC[C@@H]1C[C@H](O)[C@@H](O)[C@@]2(OCc3ccccc32)O1
  -0.5, 1, /, -2, -3, -14, 110, -1, 0.4, -2
[29] COc1ccc2[nH]c(=O)c(C(=O)O)cc2c1
  -1.1, -5, -4, 0, 14, -1, 93, -2, 0.4, -1
[30] Cc1cc(OCC(=O)N(Cc2ccco2)c2c(N)n(Cc3ccccc3)c(=O)[nH]c2=O)ccc1Cl
  -0.2, 2, 2, 74*, -7, -5, 105, -9, -1.7, 8
[31] O=C(CN1C(=O)c2ccccc2C1=O)Nc1ccc(S(=O)(=O)NCC2CCCO2)cc1 (stereo not given)
  -1.8, 0, 5, -3, -1, -18, 102, 5, -0.9, 2
[32] Cc1ccc(S(=O)(=O)N2CCOCC2)cc1C(=O)NC1CCCCCC1
  -1.4, 1, -3, /, -2, -5, 105, -5, -2.2, -3
[33] Cc1cc(N2C(=O)Cc3ccccc3C2=O)ccc1C(C)C
  -0.1, -4, 0, -3, 9, -12, 102, -8, -1.0, -2
[34] O=C(NCC(=O)N(Cc1ccccc1)C(C(=O)NC1CCCC1)c1ccco1)c1ccco1 (stereo not given)
  -1.7, 0, -4, -4, 3, -8, 102, 2, 1.7, -3
[35] COc1ccc(NC2CCCN(C(=O)c3cccc(C)n3)C2)cc1OC (stereo not given)
  -2.8, 0, 1, -3, -19, -5, 111, -1, 0.1, -1
[36] COc1ccc(/C=N/NC(=O)CC2N=C(Cc3ccccc3)NNC2=O)cc1OC (stereo not given)
  -1.8, -1, 8, -1, 6, 8, 106, -7, 0.0, 0
[37] Clc1ccc(CN(CC2CCCO2)C(c2cccs2)c2nnnn2C2CCCC2)cc1 (stereo not given)
  -2.2, 1, -4, -6, 28, 5, 102, 3, -1.2, -17
[38] COc1ccccc1/C=C1\C(=O)Nc2ccccc21
  -0.1, 4, 2, -3, 6, 4, 98, -5, 1.0, 0
[39] O=C(O)C1=C(OCc2ccccc2)C(=O)NCC1
  0.1, -6, 2, /, 6, 2, 82, -2, -0.9, -1
[40] COc1cc(C(=O)Nc2nc(C)cc(C)n2)cc(OC)c1OC
  -0.6, -1, -3, /, 5, 0, 109, -3, 13, -1
[41] CC1CCCN(CCOCCOc2ccc(Cl)cc2Br)C1 (stereo not given)
  -1.0, 5, 9, /, -2, -5, 114, -2, -1.1, 1
[42] COc1cc2c(cc1OC)C(C)N(C(=O)c1cccs1)CC2 (stereo not given)
  -2.2, 0, -2, -1, 4, 7, /, -4, 0.3, 2
[43] OCCNc1nc2ccccc2n1CCN1CCCCC1
  -0.6, 4, 1, -7, 5, 0, 100, -2, -0.5, 1
[44] COc1ccc(/C=C/c2ccccc2)cc1[C@H]1[C@H]2C=CC[C@@H](C)[C@@H]2C(=O)N1Cc1ccccc1
  -0.2, -6, /, -2, -7, -3, 96, -3, -0.8, -4
[45] O=C(CCCCn1cnc2c(=S)nc[nH]c21)Nc1ccc(C(=O)O)c(O)c1
  -0.4, 0, 4, -3, 30, 0, 92, 5, 1.0, -2
[46] Cc1nc(N2CCOCC2)[nH]c(=O)c1C
  0.7, 2, -2, 1, -16, -6, 100, 0, -0.4, -1
[47] COc1ccc(NS(=O)(=O)c2cccc3cccnc23)cc1OC
  0.9, 4, 0, -1, 14, -4, 94, -3, -2.5, -1
[48] Cc1ccc(C)c(N2CCN(C(=O)c3cc4sccc4n3C)CC2)c1
  -1.2, -2, 4, -3, 9, -9, 98, -1, 1.0, -4
[49] Cc1ccc2nsnc2c1NC(=O)c1ccc([N+](=O)[O-])o1
  0.6, 0, 5, /, 43, -6, 114, -1, -6.4, -1
[50] NC(=O)N=Nc1c2[nH]c3ccccc3nc-2c2ccccc12
  -1.7, 1, -1, /, 0, /, 95, 0, -1.3, /
[51] NC(=O)CCn1ccc2ccccc21
  -0.8, -1, -4, -2, 5, -10, 106, -3, 2.9, 2
[52] COC(CNC(=O)CNC(=S)N(CCCN1CCOCC1)Cc1cccs1)OC
  2.0, 0, -4, -1, -2, 0, 97, -5, -7.5, 1
[53] CCn1c(CCNC(=O)c2cccs2)n[nH]c1=S
  -2.8, 0, -6, -4, -3, -13, 91, -2, -1.2, -1

Not all compounds are listed; the hit share may differ from the screen's.
